# NPYLR7 ag = mosquito NPYLR7 agonism. HEK293T NPYLR7/Galpha15, GCaMP6s calcium fluorescence. activation, % at 10 µM. 270,000 compounds, 0.15% hits. AID 1259423; in the data active means activation above about 40%;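 further: 0% = vehicle and 100% = reference agonist at the receptor; some compounds past the cut are filed as inactive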
# mcGAS lum = inhibitors of mouse cGAS. recombinant cGAS, Kinase-Glo ATP depletion luminescence. AID 1259399. 160,000 compounds, 0.15% hits. Q8C6L5. inhibition, % at 12.5 µM;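 further: 0% = negative control wells and 100% = reference inhibitor with no enzyme activity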
# hcGAS lum = blocks human cGAS activity. inhibition, % at 12.5 µM. Q8N884. recombinant h-cGAS, ATP depletion, Kinase-Glo luminescence. 290,000 compounds, 0.081% hits;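 further: 0% = vehicle reaction and 100% = reaction without DNA for no activity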
# Target sequence (Q8N884 whole entry, looked up): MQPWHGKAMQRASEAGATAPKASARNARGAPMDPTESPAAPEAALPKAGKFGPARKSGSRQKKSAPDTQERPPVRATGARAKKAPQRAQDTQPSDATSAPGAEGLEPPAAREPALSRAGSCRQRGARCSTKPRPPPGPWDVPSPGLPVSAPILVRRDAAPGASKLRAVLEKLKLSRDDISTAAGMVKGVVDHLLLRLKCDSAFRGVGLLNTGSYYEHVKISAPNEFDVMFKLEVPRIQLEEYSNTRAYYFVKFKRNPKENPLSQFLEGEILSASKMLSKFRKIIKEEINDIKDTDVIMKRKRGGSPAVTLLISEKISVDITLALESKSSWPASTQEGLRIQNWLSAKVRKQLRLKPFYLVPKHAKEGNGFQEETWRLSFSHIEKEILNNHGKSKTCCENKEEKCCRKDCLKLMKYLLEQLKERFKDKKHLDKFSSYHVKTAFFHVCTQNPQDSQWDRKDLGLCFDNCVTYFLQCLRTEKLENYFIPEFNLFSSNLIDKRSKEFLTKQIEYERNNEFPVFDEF
# * hit, by the source's call; / = not tested or not shown; & = joins results of further samples. Unless noted, no stated cut-off is given here; in the data, active means inhibition above about 40%; inactive means the rest. Rows were taken by chance; about 0.27% have a hit in one of these screens.
SMILES,NPYLR7 ag,mcGAS lum,hcGAS lum
CCc1sc(C(=O)O)cc1-c1cccc(C(C)N2CCCC2)c1 (stereo not given),-1,-13,-6
Cc1sc2ccccc2c1S(=O)(=O)N1CCCC1C(N)=O (stereo not given),9,-8,-13
Cc1nc(Nc2ccc(NC(=O)Nc3cccc(F)c3)cc2)cc(OC(C)C)n1,-7,/,4
Cc1ccc(-c2ccnc(N3CCOC4(CNCCOC4)C3)n2)c(C)n1 (stereo not given),2,-13,-6
Cc1cccc(N2C(=O)C=CC2=O)c1C,-1,-4,-4
CC1(C(=O)NCc2nc(C(C)(C)C)no2)CCCCO1 (stereo not given),/,-6,-9
CC1CCCCC1N(C)C(=O)C1CC(=O)N(C2CC2)C1 (stereo not given),1,/,-2
COc1ccc(C2=NN(c3nc(-c4ccccc4)c4cc(Br)ccc4n3)C(c3cccc([N+](=O)[O-])c3)C2)cc1 (stereo not given),9,-4,-4
COc1cccc(Nc2cc(C)nc(-n3cc([N+](=O)[O-])cn3)n2)c1,22,-9,-8
Cc1ccc(S(=O)(=O)N2CCC3(CC2)C(=O)N(CC(=O)N2CCOCC2)CN3c2ccccc2)cc1,8,1,7
COc1cccc(C=C2N=C(c3cccc(OC)c3)OC2=O)c1,24,/,-12
Cc1ccc(NC(=O)CC(=O)N2CCC(=O)NCC2C)cc1 (stereo not given),2,-9,-6
CC(C)Sc1nnc(CCNC(=O)OC(C)(C)C)o1,/,-4,-5
CCOC(=O)c1ccc(NC(=O)N(CC(=O)Nc2c(-c3ccccc3)c(C)nn2-c2ccc(C)cc2)C(C)C)cc1,9,-6,-7
Cc1nn(C)cc1C(=O)OCC1CCCC1,5,/,-1
O=S(=O)(Nc1ccc(F)cc1F)c1cccc(F)c1,1,/,-9
CC(=O)Nc1cc(C)c2c(=O)oc3ccccc3c2n1,1,/,-7
CC(=O)Oc1ccc2c(=O)c(Oc3ccc(F)cc3)c(C(F)(F)F)oc2c1,-5,/,-2
CCCC(=O)C1=C(c2ccccc2)N(C(=O)CCC)n2c(C)nnc2S1,2,/,-16
COc1ccc(C2c3ccsc3CCN2CC(=O)N2CCN(C(=O)Nc3cccc(Cl)c3)C(C)C2)cc1 (stereo not given),20,-6,-7
CC(/C=C1\SC(=S)N(C(C(=O)O)C(C)C)C1=O)=C\c1ccccc1 (stereo not given),-3,0,-4
Cc1sc2nc(-c3cccs3)nc(N3CCNC(C(N)=O)C3)c2c1C (stereo not given),8,/,0
Nc1nc(=S)c2[nH]cnc2[nH]1,-11&-3,-9,3&-11
COc1ccc(-n2ccnc(SCc3ccc(C)cc3)c2=O)cc1OC,-1,-5,-4
O=C(NCc1ccc(Cl)cc1)NCC1CCN(Cc2cnc[nH]2)C1 (stereo not given),1,/,1
CCOC(=O)C1(CC2CC2)CCN(S(=O)(=O)c2cc(C)sc2C)CC1,5,/,-3
COc1ccc(C(=O)Nc2c(N)nc(SCC(=O)N3CCc4ccccc43)[nH]c2=O)cc1,-3,-1,8
CCOc1ccc2ccccc2c1C(=O)Nn1cnc2c(cnn2C(C)(C)C)c1=O,5,/,-9
Cc1nc(C)c(Cc2ccccc2F)c(N2CCN(S(=O)(=O)c3ccc(F)cc3)CC2)n1,4,-8,5
C=C(C)Cn1c(C(=O)N2CCN(C(=O)Nc3ccccc3OC)C(C)C2)cc2ccsc21 (stereo not given),18,-5,-9
COc1ccc(C2CC(=O)c3ccc(OC)cc3O2)cc1 (stereo not given),0,/,-4
O=C(NC1CCSc2ccc(F)cc21)C1CCCCC1 (stereo not given),10,-8,-11
Cc1nc2c(-c3ccccc3)c(C)nn2c(NCCN2CCOCC2)c1Cc1ccccc1,1,-5,-1
COc1cc(-c2cc(C(=O)NCc3ccccc3C(F)(F)F)c3ccccc3n2)cc(OC)c1OC,4,-7,-3
O=C(c1ccc(C(F)(F)F)cc1)N1CCCC(OCc2cc(F)ccc2F)C1 (stereo not given),-4,/,0
COc1ncc(-c2nccn2CCc2c[nH]c3ccccc23)cn1,13,/,-9
Cc1c(Cl)cccc1NC(=O)N1CCN(C(=O)C(=O)N2CCCC2)CC1,7,/,-7
O=C1OCCN1C(=O)c1ccccc1,-7,/,-7
O=c1c2c3c(sc2ncn1N=Cc1ccc(O)cc1)CCCC3,-3,-5,-5
CC1(C)Cc2c(c(N3CCOCC3)nc3sc4c(N(CCO)CCO)ncnc4c23)CO1,8,-4,-3

# 15 compounds already listed, arranged by SMILES length, rising.
SMILES,NPYLR7 ag,mcGAS lum,hcGAS lum
O=C1OCCN1C(=O)c1ccccc1,-7,/,-7
Nc1nc(=S)c2[nH]cnc2[nH]1,-11&-3,-9,3&-11
O=C(NC1CCSc2ccc(F)cc21)C1CCCCC1 (stereo not given),10,-8,-11
COc1ccc(C2CC(=O)c3ccc(OC)cc3O2)cc1 (stereo not given),0,/,-4
O=c1c2c3c(sc2ncn1N=Cc1ccc(O)cc1)CCCC3,-3,-5,-5
COc1ncc(-c2nccn2CCc2c[nH]c3ccccc23)cn1,13,/,-9
COc1ccc(-n2ccnc(SCc3ccc(C)cc3)c2=O)cc1OC,-1,-5,-4
O=C(NCc1ccc(Cl)cc1)NCC1CCN(Cc2cnc[nH]2)C1 (stereo not given),1,/,1
Cc1c(Cl)cccc1NC(=O)N1CCN(C(=O)C(=O)N2CCCC2)CC1,7,/,-7
O=C(c1ccc(C(F)(F)F)cc1)N1CCCC(OCc2cc(F)ccc2F)C1 (stereo not given),-4,/,0
Cc1nc2c(-c3ccccc3)c(C)nn2c(NCCN2CCOCC2)c1Cc1ccccc1,1,-5,-1
CC1(C)Cc2c(c(N3CCOCC3)nc3sc4c(N(CCO)CCO)ncnc4c23)CO1,8,-4,-3
C=C(C)Cn1c(C(=O)N2CCN(C(=O)Nc3ccccc3OC)C(C)C2)cc2ccsc21 (stereo not given),18,-5,-9
COc1ccc(C(=O)Nc2c(N)nc(SCC(=O)N3CCc4ccccc43)[nH]c2=O)cc1,-3,-1,8
COc1cc(-c2cc(C(=O)NCc3ccccc3C(F)(F)F)c3ccccc3n2)cc(OC)c1OC,4,-7,-3

# Additional structures follow:
SMILES,NPYLR7 ag,mcGAS lum,hcGAS lum
COCCN=c1scc(-c2ccccc2)n1/N=C1\CCc2ccccc21,4,/,-5
COc1ccc2nc(-c3ccc(NC(=O)C(C)Oc4ccccc4F)cc3)cn2n1 (stereo not given),2,-9,-8
COc1ccccc1-c1nnc2ccc(OCCNC(=O)Nc3ccccc3)nn12,16,-5,-6
CN1CCN([C@H]2CN(C3CCN(C(=O)c4ccccc4)CC3)C[C@@H]2O)CC1,11,-11,-4
COc1cccc(C2N=C(N)Nc3nc4ccccc4n32)c1OC (stereo not given),0,0,8
CC1CCN(C(=O)c2cc(N)ccc2N2CCCCC2)CC1,-1,/,-6
N#Cc1c(Cl)nsc1NCC1(c2ccccc2)CCC1,-3,/,4
Cn1cnc([N+](=O)[O-])c1Sc1nc2ccccc2[nH]1,5,3,-2
CCN(Cc1nccn1Cc1ccc(C(F)(F)F)cc1)C(=O)c1ccc(Cl)cc1,4,-4,-4
CC(C)=CC1C(C(=O)Nc2cc(C)nn2Cc2ccccn2)C1(C)C (stereo not given),2,/,-12
O=C(CSc1ncn[nH]1)Nc1nccs1,0,-6,-4
CCc1ccc2oc(-c3cccc(NC(=O)c4ccc(OC)c(Br)c4)c3)nc2c1,-10,0,0
c1ccc(-c2ncn(CCc3cnc[nH]3)c2-c2ccc3c(c2)OCCO3)cc1,2,-16,2
Nc1c(-c2ccncc2)sc2nc(-c3cccnc3)ccc12,9,-7,-4
CC1CCCC(NC(=O)C(c2ccccc2)N(C)C)C1 (stereo not given),2,-9,-13
CC(=O)Nc1ccc(N=Cc2nc(-c3ccc(C)cc3)oc2O)cc1,-2,/,-7
Nc1cc(C2CC2)nn1-c1ccccc1,7,/,-25
O=S(=O)(NCCc1nnc2ccc(SCc3ccc(F)cc3)nn12)c1ccccc1,7,-8,-9
C=CCNC(=O)C(NC(=O)c1ccc2c(c1)OCO2)C1CCN(C(=O)C2CC2)CC1 (stereo not given),10,-8,-2
CCC(O)CN1CCN(C(=O)CCc2nccs2)CC1 (stereo not given),8,/,-7

# Brought forward from above: 2 entries, then new ones.
SMILES,NPYLR7 ag,mcGAS lum,hcGAS lum
C=CCNC(=O)C(NC(=O)c1ccc2c(c1)OCO2)C1CCN(C(=O)C2CC2)CC1 (stereo not given),10,-8,-2
CCC(O)CN1CCN(C(=O)CCc2nccs2)CC1 (stereo not given),8,/,-7
O=C(c1cccs1)N(Cc1c(-c2ccc(F)cc2)noc1N1CCOCC1)CC1CC1,-2,-4,-1
Cc1nc(C)n(CC2CCCN2C(C)C(=O)NCC2CCCO2)n1 (stereo not given),4,/,-7
CCC(C)(C)c1ccc(OCCCCNC(=O)c2cc(-c3ccc(F)cc3)nn2-c2ccccc2Cl)c(C(C)(C)CC)c1,-6,-5,-16
CCOC(=O)c1cc(-c2cccc(NC(=O)c3cc(Cl)nc(Cl)c3)c2)n(-c2ccc(F)cc2)n1,/,-6,-6
CCOc1ccc(NC(=O)C2CCN(C(=O)C(C)(C)C)CC2)cc1,8&16,/,-13&-5
O=C1CC(c2n[nH]c(=O)n2CCc2ccc(F)cc2)CN1Cc1ccccc1 (stereo not given),17,/,0
Cc1c(-c2ccccc2)sc2ncn(CC(=O)N3CCCCC3C)c(=O)c12 (stereo not given),3,-2,-6
O=C(Cn1cnc2c(nnn2-c2cccc(Cl)c2)c1=O)c1ccc(Cl)cc1,7,/,-3
Cc1cc(-c2nc(-c3ccc(S(C)(=O)=O)cc3)c(-c3ccc(F)cc3)[nH]2)oc1C,5,/,-11
COc1ccc(N2C(=O)C(c3c(C(C)C)[nH]n(-c4ccc(Cl)cc4)c3=O)=C(N3CCC(C)CC3)C2=O)cc1,13,-9,-11
Cc1ccc(C(=O)Nc2ccc(N3CCCC3)nc2C)c(O)c1,-26,/,2
CC(C)N1C(=O)C(=CC=Cc2ccc([N+](=O)[O-])cc2)SC1=S,-3,-1,-3
CCCCN(C)c1c(CC)nc2ccc(C(=O)N3CCN(C(C)=O)CC3)cn12,-2,-3,-4
O=C(CN1C(=O)c2ccccc2C1=O)Nc1ccccc1C(=O)N1CCCC1,1,-6,-7
Cc1ccc(C)c(CC(=O)N2Cc3cnn(Cc4ccc(F)cc4)c3C2)c1,5,-16,-6
CC[C@H]1OC(=O)C[C@@H](O)[C@H](C)[C@@H](O[C@@H]2O[C@H](C)[C@@H](O[C@H]3C[C@@](C)(O)[C@@H](O)[C@H](C)O3)[C@H](N(C)C)[C@H]2O)[C@@H](CC=O)C[C@@H](C)C(=O)/C=C/C(C)=C/[C@@H]1CO[C@@H]1O[C@H](C)[C@@H](O)[C@@H](OC)[C@H]1OC,-4,/,2
CCOc1ccc(N2CCn3c2nnc(C(=O)NCCC(C)C)c3=O)cc1,4,-6,-5
COc1ccc2nc3cc(OC)c(=O)c(Br)c-3sc2c1,-2,-3,-6
CCOc1ccc(C2c3[nH]c4ccccc4c3CCN2C(=O)CSC)cc1 (stereo not given),-5,-3,-1
CC(C)NC(=O)C(C#N)C(=O)C1CC1c1cccc(Cl)c1 (stereo not given),-1,/,5
CCCCC[C@H](CC(=O)O)C(=O)O,/,-4,-1
Nc1cc(-c2ccc(Cl)cc2)nn1-c1ccc(C(=O)NCCc2ccccn2)cc1,-9,-3,-8
CC(=O)Oc1ccc(Cn2cc(C(=O)NCc3ccc4c(c3)OCO4)sc2=O)cc1,3,/,2
O=C(NCC(=O)N1CCN(S(=O)(=O)c2ccc(F)c(Cl)c2)CC1)C1CCCCC1,4,-4,0
O=C(O)c1ccccc1-c1oc2cc(O)ccc2c(=O)c1Oc1ccccc1,1,2,0
O=C(NC(c1ccc2ccccc2n1)c1cccs1)C1CCN(CCc2ccccc2)CC1 (stereo not given),-1,0,0
Cn1ccnc1CN1CCN(Cc2nc(-c3cccs3)no2)CC1,/,-7,-6
COc1cc2c(cc1C1CC(=O)Nc3c1c(C(C)C)nn3C)CCC2 (stereo not given),24,-18,-6
COc1cccc(C2c3[nH]c4ccccc4c3CCN2C(=O)CSc2ccncc2)c1 (stereo not given),13,-10,-6
CNC(=O)Cn1c(=O)n(-c2ccccc2)c(=O)c2oc3ccccc3c21,-2,-6,-8
CC1CCC2(CC1)NC(=O)N(CC(=O)NC(C)C)C2=O (stereo not given),3,/,-5
CC(C)CC1C(Cc2ccccc2)CCN1C(=O)CN1C(=O)C2CCCCN2C(=O)c2ccccc21 (stereo not given),1,/,-1
Cc1ccc(Cl)cc1-n1c(SCc2nc(C(=O)N3CCN(c4ccccc4F)CC3)cs2)nnc1-c1cccnc1,10,-4,-4
CCNC(=O)c1cc(Br)c(OCC)c(OC)c1,-8,/,-1
CCCN1CCC(=NNc2ccc(S(=O)(=O)Nc3ccccc3OC)cc2[N+](=O)[O-])CC1,-3,-5,-7
O=C(NC(c1ccccc1)c1ccccn1)C1CCN(CCOc2ccc(Cl)cc2)CC1 (stereo not given),9,-2,-5
N#CCN(C(=O)c1cccc(NS(=O)(=O)c2cc(Cl)ccc2Cl)c1)C1CC1,-2,6,8
CCc1nnc(NC(=O)C(=O)NCCOC(=O)c2ccccc2Cl)s1,-7,/,-1
O=C(O)CCN1C(=O)C(=Cc2cccs2)SC1=S,3,/,2
CN(Cc1ccsc1)C(=O)NCCc1ccc(Cl)cc1,6,-7,-3
CC(C)(C)c1oc(C(N)=O)cc1CN1CCCCC1c1ccccn1 (stereo not given),-2,-17,-4
C1CCC(COCCc2noc(C3CCCN3)n2)C1 (stereo not given),/,-6,-12
CN(CCNC(=O)c1cnc(-c2ccccc2)nc1)S(C)(=O)=O,2,/,-3
c1ccc(-c2noc(C3CCCN3Cc3cccc4nccnc34)n2)cc1 (stereo not given),1,-11,-6
CNC(=O)C(C)N(c1ccc(Cl)cc1)c1nc(C(C)(C)C)cs1 (stereo not given),/,-4,-1
Cc1ncsc1CNc1ccccc1OCC(F)F,2,/,-4

# Assay outcomes: PubChem BioAssay, Fisher Drug Discovery Resource Center
